Screening data: PubChem BioAssay, Emory University Molecular Libraries Screening Center
14-3-3 PPI – alters human 14-3-3 gamma binding to Raf peptide. FP, 14-3-3gamma / TMR-pS259-Raf peptide binding. actives 0.19% (n = 160,000). inhibition, % at 40 µM; in the data active = inhibition above about 30%;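 also: 0% = protein plus tracer without compound and 100% = blank with tracer alone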
Target sequence (P61981 whole entry, looked up): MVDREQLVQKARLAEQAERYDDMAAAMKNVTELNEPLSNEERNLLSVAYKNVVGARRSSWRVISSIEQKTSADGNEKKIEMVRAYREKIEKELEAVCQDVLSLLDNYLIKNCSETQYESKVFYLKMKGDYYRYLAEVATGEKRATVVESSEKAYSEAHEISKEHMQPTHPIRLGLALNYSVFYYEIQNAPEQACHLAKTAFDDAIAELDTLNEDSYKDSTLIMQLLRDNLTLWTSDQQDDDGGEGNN
Active calls of the source: *; & = joins results of further samples.

14-3-3 PPI,smiles
-92,C1=C(c2ccc3c(c2)c2c4n3CCNC4CCC2)CCC1 (stereo unspecified)
5,CCn1c2ccccc2c2cc(NC(=O)c3ccc(OC)c(OC)c3)ccc21
-1,CN1CCN(c2nc(-c3ccccc3)cc(C(F)(F)F)n2)CC1
-9,CCOC(=O)Nc1ccc2c(c1)ncn2C1CCCCC1
-15,CCOC(=O)c1c(NC(=O)COc2ccccc2[N+](=O)[O-])sc2c1CCC2
12,Cc1cc(C)cc(OCC(=O)Nc2ccc3c(c2)OCCO3)c1
-1,Cc1ccc(-c2nnc(COc3cccc(-n4cnnn4)c3)o2)cc1
-10,CCN(C(=O)Cc1c(C(=O)O)[nH]c2ccccc12)c1ccc(C)c(C)c1
-2,[O-]c1n[n+](-c2ccc(F)cc2)no1
5,CCc1c(C)nc2ncnn2c1Nc1ccc(C#N)c(Cl)c1
-2,O=C(Nc1ccc(Cl)cc1[N+](=O)[O-])c1cnc2n(c1=O)CCS2
7,CCOC(=O)C1=C(C)N=C2SC(CC)C(=O)N2C1c1cccc(F)c1 (stereo unspecified)
-18,O=C(NCc1cccnc1)C1CCCN(S(=O)(=O)c2cccc3nsnc23)C1 (stereo unspecified)
-7,COc1ccccc1-n1c(-c2cn(C)nc2C)n[nH]c1=S
-15,CC1CCN(c2cc(C(C)C)c(C#N)c3nc4ccccc4n23)CC1
7,CCOC(=O)c1c(NC(=O)c2cccc(Cl)c2)sc(C(=O)Nc2cccc(C(F)(F)F)c2)c1C
-9,Clc1cc2c(c(Cn3cnc4ccccc43)c1)OCOC2
-2,Cc1cc(NS(=O)(=O)c2ccc(NC(=O)c3cccc(F)c3)cc2)no1
0,CC1(C)C(=O)N(CCN2CCC(C(=O)c3ccc(F)cc3)CC2)c2ccccc21
7,CCC(C)NC(=O)CNC(=O)Cn1cnc2sc(C)c(C)c2c1=O (stereo unspecified)
-3,CC(=O)c1ccc(NC(=O)c2cc3c(ccc4ccccc43)oc2=O)cc1
1,Cc1oc(-c2ccc(Cl)cc2)nc1CN1CCCC(C(=O)N2CCc3ccccc32)C1 (stereo unspecified)
-22,CCC(CC)C(=O)N1CCc2cc(OC)c(OC)cc2C1COc1ccc(F)cc1 (stereo unspecified)
-8,Cc1ccc(NC(=O)c2cnc(C(=O)NC3CCCCC3)c3ccccc23)cc1Cl
-19,Cc1ccc(OCC(=O)Nc2ccc(C)cc2Br)cc1
-7,CCCc1nc2ccccc2c(=O)n1/N=C/c1c(C)[nH]n(-c2ccc(C)cc2)c1=O
-3,O=C(CSc1nnc(-c2cccnc2)n1Cc1ccco1)Nc1nc(-c2ccc(F)cc2)cs1
-6,COc1cccc(C2C3=C(CC(C)(C)CC3=O)Nc3ccc4ccccc4c32)c1OC (stereo unspecified)
7,CC(=O)NC(c1ccccc1)c1nc2ccccc2[nH]1 (stereo unspecified)
-1,Clc1ccc(-n2ncc3c(NCCCn4ccnc4)ncnc32)cc1
-8,CCC(=O)OCCNc1cc(Sc2ccc(Cl)cc2)c2nonc2c1[N+](=O)[O-]
0,Cc1cccc(C(=O)OCc2cc3ccccc3[nH]c2=O)c1
-34,CCCCCCc1cc2cc(-c3nnc(-c4ccccc4)o3)c(=O)oc2cc1O
-8,CCOC(=O)c1cc2c(n(-c3ccc(OC)cc3)c1=O)CCCC2=O
-6,O=C(Cc1ccccc1)Nc1nnc(-c2ccc3c(c2)OCO3)s1
-4,COc1c[nH]n(C2CCCCC2)c(=O)c1=O
-4,CCOC(=O)c1ccc2nc(NC(NC(C)=O)(C(=O)OC)C(F)(F)F)sc2c1 (stereo unspecified)
-6,CCOC(=O)N1CCN(CC(=O)Nc2ccc(C)c(Br)c2)CC1
4,CCOc1ccc(C(=O)Oc2c(Sc3ccccc3[N+](=O)[O-])c(C)nn2C(C)(C)C)cc1
-5,Cc1cccc(NC(=O)CC(C)(C)C)c1
7,COC(=O)c1cc(NC(=O)C2(S(=O)(=O)c3ccc(C)cc3)CC2)cc(C(=O)OC)c1
-11,COc1cccc(C(=O)Nc2cc(-c3nc4ccc(C)cc4o3)ccc2C)c1
-8,Cc1c(NC(=O)Cn2c(=O)oc3ccccc32)c(=O)n(-c2ccccc2)n1C
-29,Cc1ccc(C(=O)Nc2cc(C)c3c(=O)oc4ccccc4c3n2)cc1[N+](=O)[O-]
-6,CCOC(=O)c1cnc2c(C)cccc2c1Nc1ccc(C(C)=O)cc1
1,COCCNC(=O)c1sc2nc(C)nc(N3CCCCC3)c2c1C
-8,CCCCNC(=O)CN1CCC2(O)CCCCC2C1c1ccccc1OC (stereo unspecified)
-4,COC(=O)c1ccc(CSc2ncnc3ccccc23)o1
-5,Cn1c(=O)[nH]c(=O)c2c1nc(N1CCNCC1)n2Cc1cccc2ccccc12
-4,COC(=O)c1sc2ccccc2c1N

3 structures already listed, ordered by length of the SMILES, largest number first.
14-3-3 PPI,smiles
4,CCOc1ccc(C(=O)Oc2c(Sc3ccccc3[N+](=O)[O-])c(C)nn2C(C)(C)C)cc1
7,COC(=O)c1cc(NC(=O)C2(S(=O)(=O)c3ccc(C)cc3)CC2)cc(C(=O)OC)c1
-6,O=C(Cc1ccccc1)Nc1nnc(-c2ccc3c(c2)OCO3)s1

(continued)
14-3-3 PPI,smiles
-1,CCCc1cc(=O)[nH]c(SCC(=O)N2CCN(S(=O)(=O)c3ccc(C)cc3)C2)n1
-7,CCc1ccccc1NC(=O)C1c2ccccc2C(=O)N2CCc3cc(OC)c(OC)cc3C12 (stereo unspecified)
3,Cc1ccc(C(C)C)c(OCCN2C(=O)c3ccccc3C2=O)c1
-2,O=C(NCc1ccccn1)c1ccc2c(=O)n(Cc3ccc4c(c3)OCO4)c(=O)[nH]c2c1
0,COc1ccc(CCNC(=O)C2CCCN(Cc3nc(-c4cccc(Cl)c4)oc3C)C2)cc1OC (stereo unspecified)
-8,Cc1ccc(C(Nc2ccccn2)c2ccc3cccnc3c2O)cc1 (stereo unspecified)
31*,NC(=O)c1cc(N)ccc1N1CCCC1
1,CCc1ccccc1Nc1ncnc2c1cnn2-c1cccc(C)c1
-8,O=C(c1cnc2sccn2c1=O)N1CCN(C(c2ccccc2)c2ccccc2)CC1
-9,CCOC(=O)COn1c(=O)c(-c2ccc(OC)c(OC)c2)[n+]([O-])c2ccccc21
-12,Cc1cc(NC2C3CC4CC(C3)CC2C4)n2ncnc2n1 (stereo unspecified)
-9,CCN1C(=O)c2cccc3c(S(=O)(=O)NC(Cc4c[nH]c5ccccc45)C(=O)O)ccc1c23 (stereo unspecified)
-10,CCc1cc(=O)oc2c(C)c3occ(-c4ccc(OC)cc4)c3cc12
-4,O=C(O)CCNC1=NCCCCC1
-12,CCN1CCCC1CNC(=O)c1c[nH]c2ccc(S(=O)(=O)N(CC)CC)cc2c1=O (stereo unspecified)
-16,Cn1c(=O)c2c(nc(NCCCc3ccccc3)n2Cc2cccc(Cl)c2)n(C)c1=O
-1,O=C1C2CCCCC2C(=O)N1c1ccc(N2CCCC(CO)C2)c([N+](=O)[O-])c1 (stereo unspecified)
-4&4,CCN(C(=O)c1cc2cc3ccc(C)cc3nc2o1)c1ccc(OC)cc1
-143,Cc1cc(Cl)ccc1NC(=O)CCCn1c2ccccc2c(=O)c2ccccc21
2,O=C(c1ccc(CNc2c(N3CCOCC3)c(=O)c2=O)cc1)N1CC=C(c2ccccc2)CC1
-4,COc1ccc(C(=O)CSc2nnc(-c3ccco3)n2C)cc1
-2,CCCc1cc(=O)[nH]c(N=C(N)Nc2ccccc2)n1
-9,CCOc1ccc(C2Oc3ccccc3C=C2[N+](=O)[O-])cc1OC (stereo unspecified)
1&1,CCCCOCC(O)CN1CCN(C(C)=O)CC1 (stereo unspecified)
-129,Cc1ccc(O)c(C=Nc2ccc(-c3nc4ccccc4o3)cc2)c1
-6,O=C(NCCc1nc2ccccc2n1Cc1ccccc1F)c1ccccc1
-1,COc1cc(C2CC(=O)C3=C(C2)Nc2ccccc2NC3c2ccc(C(C)C)cc2)cc(OC)c1OC (stereo unspecified)
-6,CCc1ccccc1NC(=O)c1cc(S(=O)(=O)NCCc2ccccc2)ccc1F
-7,Cn1c2ccccc2c2nnc(SCCN3CCOCC3)nc21
-3,CCOC(=O)c1cnc2c(C(=O)OC)cccc2c1NCCN1CCOCC1
-13,O=C(O)C1CCCCC1C(=O)Nc1nnc(-c2cccs2)s1 (stereo unspecified)
1,COC(=O)c1ccc(Oc2nc(C)cc(Oc3ccccc3)n2)cc1
-5,CCc1ccc(NC(=O)c2cc(-c3ccc(F)cc3)on2)cc1
-6,Cc1ccc(C2=NN(CC(=O)NC3CCCCC3C)C(=O)CC2)cc1 (stereo unspecified)
-11,CCC(C)N(CCNC(=O)CC1Oc2ccc(C)cc2NC1=O)C1CCCCC1 (stereo unspecified)
-1,COc1ccc(CNC(=O)c2c(C)cc(=O)oc2C)cc1OC
-8,CC(=O)Nc1cccc(-c2nc3ccccc3c(=O)o2)c1
-26,O=C(NC1CCCCC1)c1c[nH]c2ccc(S(=O)(=O)Nc3ccccc3F)cc2c1=O
2,O=C(CSc1nnc2scc(-c3ccc(F)cc3)n12)NCc1ccco1
-3,COc1ccccc1C(=O)Nc1nnc(-c2cccc([N+](=O)[O-])c2)s1
-4,CCOC(=O)c1[nH]c(C)c(C(=O)NCc2ccc(C)cc2)c1C
-11,COc1ccc(OC)c(NC(=O)Cc2nn(C)c(=O)c3ccccc23)c1
6,O=C(CSc1ncn[nH]1)N1CCc2ccccc21
-4,CC(C)(C=O)Cc1cc(C(C)(C)C)c(O)c(C(C)(C)C)c1
0,COc1ccc(-c2c3c(=O)n(C)c(=O)n(C)c3cn2-c2ccc(Br)cc2)cc1
-47,Nc1ccc(C(=O)Nc2ccc(-c3nc4cc(N)ccc4o3)cc2)cc1
-51,CCn1c(C)nc2cc(C(=O)n3cc(C(=O)c4cc(F)ccc4O)cn3)ccc21
-1,Cc1ccc2nsnc2c1S(=O)(=O)N1CCc2ccccc2C1CN1C(=O)c2ccccc2C1=O (stereo unspecified)
-13,O=C(COc1ccccc1[N+](=O)[O-])Nc1ccccc1[N+](=O)[O-]
-12,O=C(CSC1=NCCS1)N1CCOCC1

(continued)
14-3-3 PPI,smiles
-10,CCOc1ccc(NC2=C(Cl)C(=O)N(c3cccc(Cl)c3)C2=O)cc1
-9,FC(F)(F)c1cc(-c2cccs2)nc(NCC2CCCO2)n1 (stereo unspecified)
1,COc1ccc(N2C(=O)C3CCCN3C2c2cccc(OC)c2)cc1 (stereo unspecified)
0,COc1ccc(-n2nnc3c(=O)n(Cc4cccc(C)c4)cnc32)cc1
9,CCOC(=O)C1CCN(C(=O)Nc2ccc(Cl)cc2Cl)CC1
-5,O=C(CN1CCN(Cc2ccc(F)cc2)C1=O)NCc1ccc(F)cc1
18&3,CC12CN3CC(C)(CN(C1)C3c1ccc3ccccc3c1O)C2=O (stereo unspecified)
1,Cc1cccc(C(=O)NCCCn2ccnc2)c1
-17,CN(Cc1ccco1)C(=O)c1c[nH]c2ccc(S(=O)(=O)Nc3ccc4c(c3)OCCO4)cc2c1=O
52*,Oc1ccc(NCc2cccs2)cc1
1,Cc1ccc(-c2nnn(CC(=O)N(Cc3ccccc3)C(C(=O)NC3CCCC3)c3ccncc3)n2)o1 (stereo unspecified)
2,CC1CCC(N2CC(=O)N(Cc3ccccc3)C(c3ccc(F)cc3)C2=O)CC1 (stereo unspecified)
-2&-8,Cc1ccc(Cn2ccc(NC(=O)c3cc(-c4ccc(F)cc4)on3)n2)cc1
0,CN1CCc2nc(SCC(=O)Nc3ccc(Cl)cc3)c(C#N)cc2C1
5,CCNc1nc(Oc2ccc(=O)n(-c3ccccc3)n2)nc(N2CCOCC2)n1
3,COc1ccc(OC)c(C2=C[N+](=O)C(C)(C)C(C)(C)N2[O-])c1
2,Cc1ccc(CN2C(=O)CN(CC(=O)NC3CCCCC3)C(=O)C2c2ccccc2F)cc1 (stereo unspecified)
-7,CCN(CC)CCCNC(=O)c1c(-c2ccccc2)noc1C
10,COC(=O)c1cc(C(=O)Nc2cc(C(=O)OC)ccc2C(=O)OC)cc([N+](=O)[O-])c1
5,Nc1c(C(=O)Nc2ccccc2)sc2nc3c(cc12)C(=O)CCC3
-6,CC(=O)N1CCc2cc(S(=O)(=O)N3CCN(Cc4ccccc4)CC3)ccc21
-6,COCCN(Cc1ccccc1)P(=O)(O)c1ccccc1OCC(=O)O
-8,Cc1cccc(N(C2C=CS(=O)(=O)C2)S(=O)(=O)c2ccccc2)c1 (stereo unspecified)
-25&-16,CCc1ccc(O)c(N=Cc2ccccc2O)c1
-5&1,Cc1nc(N2CCOCC2)c2oc3ccccc3c2n1

In a second layout: entries from further up.
| structure | 14-3-3 PPI |
| --- | --- |
| CC12CN3CC(C)(CN(C1)C3c1ccc3ccccc3c1O)C2=O (stereo unspecified) | 18&3 |
| Cc1cccc(C(=O)NCCCn2ccnc2)c1 | 1 |
| CN(Cc1ccco1)C(=O)c1c[nH]c2ccc(S(=O)(=O)Nc3ccc4c(c3)OCCO4)cc2c1=O | -17 |
| Oc1ccc(NCc2cccs2)cc1 | 52* |
| Cc1ccc(-c2nnn(CC(=O)N(Cc3ccccc3)C(C(=O)NC3CCCC3)c3ccncc3)n2)o1 (stereo unspecified) | 1 |

In another format: three of the compounds above.
FC(F)(F)c1cc(-c2cccs2)nc(NCC2CCCO2)n1 (stereo unspecified)
  14-3-3 PPI: -9

Cc1ccc(CN2C(=O)CN(CC(=O)NC3CCCCC3)C(=O)C2c2ccccc2F)cc1 (stereo unspecified)
  14-3-3 PPI: 2

CN1CCc2nc(SCC(=O)Nc3ccc(Cl)cc3)c(C#N)cc2C1
  14-3-3 PPI: 0

Only part of the results is shown, so the mix of outcomes need not match the whole.
